Bioassay records from PubChem.
NCI-60 one-dose screen, 48 h, at 10 µM unless noted. Numbers give growth in % (100 = growth as untreated, 0 = no growth, -100 = all killed).
HL-60(TB): HL-60(TB) leukemia cells; 9% of 78,000 active; active means growth percent below 10
An asterisk follows results filed as active; & = joins results of further samples; [ ] = another dose, or the depositor's remark. This is a subset; rates above refer to the full screens.

item	structure	HL-60(TB)
1	O=C1CC(c2ccccc2)CC2=C1C(c1c[nH]c3ccc(Br)cc13)Cc1cc(Br)ccc1N2 (stereo not drawn)	15
2	COC(=O)[C@]1(C)CCC[C@]2(C)[C@H]3C[C@H]4C(C(C)C)=C[C@]3(CC[C@H]21)[C@H]1[C@@H]4[C@@H](OCCc2nn[nH]n2)CC[C@@H]1OCCc1nn[nH]n1	92
3	Fc1ccccc1NC(c1ccc(OC(F)F)c(OCC2CC2)c1)c1nnnn1C1CCCCC1 (stereo not drawn)	96
4	CCCCC[n+]1ccc(SCC(=O)N2CCCc3ccccc32)c2ccccc21	100
5	CC(C)(C)n1cc(-c2ccnc(NCCNS(=O)(=O)c3ccc(Cl)cc3)c2)c(-c2ccccc2)n1	59
6	COc1cc(C2CC(C3C(=O)N(C)C(=O)N(C)C3=O)=NN2C=O)cc(OC)c1OC (stereo not drawn)	104
7	Cc1cc2nc(CC(=O)c3cccc([N+](=O)[O-])c3)c(=O)[nH]c2cc1C	94
8	COc1cc(OC)c(C(=O)/C=C/c2cccc(OC(C)=O)c2)cc1CC=C(C)C	8.1*

Overlap with the part before: 7 compounds, then new ones.
item	structure	HL-60(TB)
2	COC(=O)[C@]1(C)CCC[C@]2(C)[C@H]3C[C@H]4C(C(C)C)=C[C@]3(CC[C@H]21)[C@H]1[C@@H]4[C@@H](OCCc2nn[nH]n2)CC[C@@H]1OCCc1nn[nH]n1	92
3	Fc1ccccc1NC(c1ccc(OC(F)F)c(OCC2CC2)c1)c1nnnn1C1CCCCC1 (stereo not drawn)	96
4	CCCCC[n+]1ccc(SCC(=O)N2CCCc3ccccc32)c2ccccc21	100
5	CC(C)(C)n1cc(-c2ccnc(NCCNS(=O)(=O)c3ccc(Cl)cc3)c2)c(-c2ccccc2)n1	59
6	COc1cc(C2CC(C3C(=O)N(C)C(=O)N(C)C3=O)=NN2C=O)cc(OC)c1OC (stereo not drawn)	104
7	Cc1cc2nc(CC(=O)c3cccc([N+](=O)[O-])c3)c(=O)[nH]c2cc1C	94
8	COc1cc(OC)c(C(=O)/C=C/c2cccc(OC(C)=O)c2)cc1CC=C(C)C	8.1*
9	Cc1cc(Cc2cc(C)c(C)c(C)c2C)c(C)c(C)c1C	83
10	Cc1ccc(S(=O)(=O)NCCNc2nccc(-c3c(-c4cccc([N+](=O)[O-])c4)nc4sccn34)n2)cc1	64
11	CCCCC1COc2cccc3c2N1C=C/C3=C\C(=O)N(C)c1cccc2ccccc12 (stereo not drawn)	95
12	COc1ccc(-n2c(-c3csc(N)n3)n[nH]c2=S)cc1	82
13	CN(C)c1ccc(/C=C\C2=[N+](C)c3ccccc3C2(C)C)cc1	23
14	O=C(O)c1cn(C2CC2)c2cc(N3CCN(CCN4C(=O)c5ccccc5C4=O)CC3)c(F)cc2c1=O	100
15	C[C@]12CC[C@H]3[C@@H](CC4SC(c5ccc(Cl)cc5)=NC45C[C@H](O)CC[C@]35C)[C@@H]1CC[C@@H]2O (stereo partly drawn)	90
16	O=c1c(-c2ccccc2)c(O)on1/C=C1/C=CC=N1	96
17	CCOC(=O)C(=C(C)C)[N+](=O)[O-]	92
18	COc1cc(C2CC(c3ccc(F)cc3)=Nc3c(N)nc(N)nc3N2)ccc1Oc1nc(NCCO)nc(N2CCOCC2)n1 (stereo not drawn)	98
19	c1coc(-c2cc3nc(N4CCOCC4)nc(-c4cccs4)n3n2)c1	73
20	CCOC(=N)c1ccc(C(=N)OCC)cc1	101
21	Nc1nc(=O)c2cccnc2c(=O)[nH]1	102
22	Cc1cc(CC(=O)O)cc(C)c1C	107
23	CCC1(c2ccccc2)CN(C)C1=O (stereo not drawn)	149
24	C#CC(NCCC(C)CC(C)(C)C)C(C)C (stereo not drawn)	45
25	COc1ccc(-c2c(C#N)cnc(N)c2-c2nc3ccccc3s2)c(OC)c1	74
26	CC1=NN(c2cccc(S(N)(=O)=O)c2)C(=O)C1	124
27	CCN(CC)CCCNc1nccc2c(OC)cccc12	100
28	O=C1C2CCCN2C(=O)c2ccccc2N1Cc1cn(-c2ccc(F)cc2F)nn1 (stereo not drawn)	101
29	CCSC1=NC2C(N(CC)C(=O)N2CC)N1/N=C/C=C/c1ccccc1 (stereo not drawn)	78
30	O=C(c1ccc(Cl)cc1)c1ccccc1Cl	96
31	COc1ccc2cc(C(C)C(=O)Nc3ccc(C(=O)Nc4ccc(S(=O)(=O)N=C(N)N)cc4)cc3)ccc2c1 (stereo not drawn)	85
32	COC(=O)Cn1c(-c2ccc(C)o2)nc2cc3nc4ccccc4nc3cc21	97
33	O=c1[nH]nc(-c2n[nH]c(=O)o2)o1	62
34	CCN(CC)CCC(=O)c1ccccc1	117
35	NC(Cc1ccc(O)cc1)C(=O)N/N=C/c1ccccc1O (stereo not drawn)	94
36	S=C=Nc1ccc(N2CCOCC2)cc1	103
37	CCCCCCCCC1CC(C)CCC1=O (stereo not drawn)	95
38	O=C1c2c(O)cc(O)cc2O[C@@H](c2ccc(O)cc2)[C@@H]1c1c(O)cc(O)c2c(=O)cc(-c3ccc(O)c(O)c3)oc12	103
39	COc1ccc(/C=C2\Oc3cc(C)c(Cl)cc3C2=O)cc1	101
40	NS(=O)(=O)c1cc(Cl)cc(Cl)c1O	87
41	CCCCC[C@H]1N=C(N)N[C@H]2CC[C@@H]1O2	93
42	Cc1ccccc1N=NC(C#N)C#N	131
43	O=C(CN1CCCCC1)N1c2cccc3cccc(c23)N(C(=O)CN2CCCCC2)C1c1cn(-c2ccccc2)nc1-c1cccc([N+](=O)[O-])c1	79
44	CC(CN(C)C)c1[nH]nc2ccccc12 (stereo not drawn)	98
45	O=C1NC(=C(Cl)Cl)/C(=N/S(=O)(=O)N2CC(C(=O)O)C2)N1	94
46	CCOC(=O)C1(C(=O)OCC)CCCCC1=O	114
47	Fc1ccccc1Nc1n[nH]c(=S)s1	112
48	O=c1[nH]c2cc(Cl)ccc2n1C1CCN(c2ccc3nnc(Cl)n3n2)CC1	93
49	CC(O)CN=Cc1ccccc1 (stereo not drawn)	104
50	COc1ccc(/C=C2\N=C(Nc3ccccc3)N(NC(=O)CCl)C2=O)cc1	91
51	Cn1c(N2CCCCC2)nc(N)c(C=O)c1=O	99
52	COc1cc(C=C2C(=O)NC(=O)NC2=O)cc(CN2CCCCC2)c1O	111
53	COc1cc(/C=N/NC(=O)c2cnn3c2NC(c2ccccc2)C3)ccc1Oc1ccccc1 (stereo not drawn)	14
54	Cc1ccc([N+](=O)[O-])c2ccccc12	46
55	O=C1C2C(c3cccs3)C=C(c3ccc(Cl)cc3)N2C(=S)N1c1ccccc1 (stereo not drawn)	100
56	O=C1C=CC(=O)N1Cc1ccncc1	96&67
57	COc1ccccc1CC(N)c1ccccc1OC (stereo not drawn)	94
58	Cc1ccc(S(=O)(=O)C2=C3C(=C(c4ccccc4)c4ccccc43)CN(S(=O)(=O)c3ccc(C)cc3)C2)cc1	66
59	CC(C)=C1CCC(C)C/C1=N\N=C(N)N (stereo not drawn)	104
60	Oc1[nH]c2cc(Cl)ccc2c1/C=c1/ccc2c(c1)N=C(c1ccc(C(F)(F)F)cc1)N=2	109
61	Cc1ccc(N2CCN(CC(O)COc3ccccc3Cl)CC2)cc1 (stereo not drawn)	99
62	CCOc1cc(C=O)ccc1O	91
63	Clc1cc2c(nn1)Nc1ccccc1S2	102
64	COc1cc(CO)ccc1OCc1ccccc1	100

(further entries)
item	structure	HL-60(TB)
65	CC(C)(C)CC(C)(C)c1ccc(OCCOc2ccc(C(=O)NCCNC(=O)c3ccc4ccccc4c3O)cc2N)cc1	92
66	CCOC(=O)C(O)C(=O)OCc1ccc2ccccc2n1 (stereo not drawn)	104
67	C/C(=C\c1ccn(-c2ccc(N)cc2F)n1)[C@@H]1C[C@@H]2O[C@]2(C)CCC[C@H](C)[C@H](O)[C@@H](C)C(=O)C(C)(C)[C@@H](O)CC(=O)O1	3.3*
68	N#Cc1ccccc1Cn1cc(CSc2nc3ccccc3o2)nn1	104
69	COc1ccc(-c2nc3ccc(-c4nnc(SCC(=O)Nc5ccc(C(=O)/C=C/c6cc(OC)c(OC)c(OC)c6)cc5)o4)cc3[nH]2)cc1	91
70	O=c1/c(=C/c2ccccc2F)sc2ncnn12	82
71	CCCCCCCCCCCCCCCC(=O)OC[C@@]1(O)C[C@@]23CC[C@@H]4C(C)(C)CCC[C@@]4(C)[C@@H]2CC[C@H]1C3	73
72	CCNC(=O)CNC(=O)C(Cc1ccc([N+](=O)[O-])cc1)NC(=O)OC(C)(C)C (stereo not drawn)	92
73	COc1ccc2c(c1)O/C(=C/c1ccc(OCC(=O)Nc3ccc(S(=O)(=O)N=C(N)N)cc3)c(OC)c1)C2=O	96
74	Cc1ccc(C)c(NC(=O)N2CCCCC2C)c1 (stereo not drawn)	97
75	Nc1ccccc1NC(=O)c1ccc(-n2nc(-c3ccccc3)c3ccccc32)cc1	-4.9*
76	Cc1ccc(-c2nn(-c3ccccc3)cc2/C=C/C(=O)c2ccc(NC(=O)CCCCCCC(=O)NNc3ccccc3)cc2)cc1	125
77	Cc1ccc(C(=O)c2sc3[nH]c(=O)c(C(=O)O)cc3c2N)cc1	136
78	COc1ccc(-c2nc3sccn3c2-c2cc(-c3ccc4cc(OC)ccc4c3)on2)cc1	81
79	N=C(N)SCc1csc(N)n1	106
80	CC(=O)c1ccc(NC(=O)N(CCCl)N=O)cc1	92
81	Cc1cc(=O)n2c(nc3ccccc32)s1	105
82	COC(=O)c1c2c(c(C)[n+]([O-])c1C)C(=O)C(NCc1ccc(Br)cc1)=CC2=O	-20*
83	NS(=O)(=O)c1ccc(N2N=C(c3ccc(Cl)cc3Cl)CCC2=O)cc1	108
84	COc1ccc(OC)c(-c2cn3c(-c4c[nH]c5ccc(Br)cc45)csc3n2)c1	100
85	CC(=O)N(C)C	102[500 µM]
86	CCOC(=O)Nc1ccc(F)cc1	106
87	S=C(N/N=C/c1ccccn1)Nc1ccccn1	-14*
88	COc1ccc(-c2cc(-c3nnc(SC/C(=N/O)c4ccccc4)o3)c3ccccc3n2)cc1	117

Retrieved by structure from the list above (5):
item	structure	HL-60(TB)
81	Cc1cc(=O)n2c(nc3ccccc32)s1	105
82	COC(=O)c1c2c(c(C)[n+]([O-])c1C)C(=O)C(NCc1ccc(Br)cc1)=CC2=O	-20*
88	COc1ccc(-c2cc(-c3nnc(SC/C(=N/O)c4ccccc4)o3)c3ccccc3n2)cc1	117
84	COc1ccc(OC)c(-c2cn3c(-c4c[nH]c5ccc(Br)cc45)csc3n2)c1	100
85	CC(=O)N(C)C	102[500 µM]

Carrying on.
item	structure	HL-60(TB)
89	O=C(O)C(CBr)c1ccccc1 (stereo not drawn)	94
90	O=C(Nc1ccc(S(=O)(=O)F)cc1)Oc1ccccc1	105
91	COc1ccc2oc(=O)cc(C3NOC(N)=C3C#N)c2c1 (stereo not drawn)	95
92	COC(=O)CC1C2(C)C3=C(C)C(c4ccoc4)CC3OC2C(OC(C)=O)C2C(C)(C(=O)OC)C=CC(=O)C21C (stereo not drawn)	93
93	Nc1nc(-c2cc3ccccc3c(=O)o2)cs1	82
94	CCN(CC)Cc1cc(Nc2nc(/C=C/c3ccc(Cl)cc3)nc(Cl)c2-c2ccc(Cl)cc2)ccc1O	40
95	COc1ccc(OC)c(C(=O)c2ccc([N+](=O)[O-])cc2)c1	104
96	CCCSc1nc(-c2ccc(OCc3ccccc3)c(OC)c2)c(C#N)c(=O)[nH]1	94
97	CN(C)C(=C(c1ccccc1)c1ccccc1)c1ccccc1	101
98	COc1ccc(-c2ccnc3c2c(-c2ccccc2)nn3-c2ccccc2)cc1	86
99	O=Cc1csc2ccccc12	94
100	O=S(=O)(Nc1ncccn1)c1ccc(N=Nc2ccc(O)c3ncccc23)cc1	36
101	COc1ccc2oc3c(c4c(c5c6ccccc6n(C)c35)C(=O)N(O)C4=O)c2c1	106
102	CS(=O)(=O)Nc1ccc(-c2nc(-c3cccc(O)c3)c(-c3ccnc(Br)c3)[nH]2)cc1	56
103	CCOC(=O)c1csc2ncc(-c3ccc(OC)cc3)n12	93
104	c1coc(CNc2ccnc(Nc3ccc(OCCN4CCCC4)cc3)n2)c1	75
105	CCOC(=O)c1nn(-c2ccc([N+](=O)[O-])cc2)c(=N/N=C(\C)c2c(O)c(OC)c3occc3c2OC)s1	101
106	CC(=O)OCC1OC(OC2C(COC(C)=O)OC(n3cc(COc4ccc5ccc(=O)oc5c4)nn3)C(OC(C)=O)C2OC(C)=O)C(OC(C)=O)C(OC(C)=O)C1OC(C)=O (stereo not drawn)	103
107	O=C(O)c1nc(=O)[nH]c(=O)[nH]1	103&105
108	COc1ccc(/C=N/NC(=O)c2cnn(CC(O)c3ccccc3)c2N)cc1OC (stereo not drawn)	98
109	COC(=O)C(Cc1ccccc1)NC(=O)CCCNC(=O)OCc1ccccc1 (stereo not drawn)	106
110	COc1ccc(C2=NNC(c3cc(-c4cc5ccccc5o4)n(-c4ccccc4)n3)C2)cc1 (stereo not drawn)	97
111	CN(C)c1cccc2c(S(=O)(=O)Nc3cccc(-c4csc(NC(=O)CCCN)n4)c3)cccc12	99
112	CCn1c(SCC(=O)Nc2ccc(-c3nc4ccc([N+](=O)[O-])cc4[nH]3)cc2)nc2ccccc2c1=O	109
113	N#CC1C2=C(Cc3ccccc3C2)C2(C(=O)Nc3ccccc32)C(C#N)(C#N)C1N (stereo not drawn)	58
114	Cc1c(C(=O)NO)sc2ncnc(Nc3cccc4[nH]cnc34)c12	101
115	CC(=O)N(C)c1ccc2c(c1)C(=O)c1ccccc1-2	91
116	CC(C)=COC(=N)C(N)=O	104
117	O/N=C/c1ccc(Cl)c(Cl)c1	91
118	CS(=O)(=O)/C(C#N)=C/c1c[nH]c2ccccc12	131
119	CCCCCCCn1ncc2c(Nc3cccc(Br)c3)ncnc21	92
120	c1ccc2c(c1)CCCC2c1cc2ccccc2s1 (stereo not drawn)	96
121	NNc1nc(-c2cc3ccccc3oc2=O)cs1	97
122	CCCSc1nc(N)nc2c1ncn2C1OC(CO)C(O)C1O (stereo not drawn)	85
123	CCOC(=O)[C@@H]1CCCN(S(=O)(=O)c2ccc(S(=O)(=O)N(CC)CC)cc2)C1	84
124	COc1ccc2nc(-c3ccc(Cl)cc3)cc(-c3nnc(SC/C(=N\O)c4ccccc4)n3-c3ccccc3)c2c1	55
125	COc1ccc(-n2c(-c3sc(NC(C)=O)nc3C)n[nH]c2=S)cc1	91
126	N#Cc1nnc2c(C#N)c(NC(=O)c3ccccc3)nn2c1N	100
